Rab2A wt mod: modulators of GTP binding to Rab2A wildtype, primary screen, biochemical, dog, bead-based flow cytometry, multiplex; Ras-related protein Rab-2A (Canis lupus familiaris), P61105; GST-Rab2 wt beads, Bodipy-GTP binding; GTP binding activity, % at 10 µM; 0.19% of 190,000 active; AID 760, 2007;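 active means GTP binding activity at least 20 points away from 100%, either lowered or raised; inconclusive means signal likely due to the compound's own green fluorescence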;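 further: 0% = beads with excess unlabeled GTP and 100% = no-compound control corrected for plate trend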
Mcl1-Bid inh: Mcl-1/Bid binding inhibitors, primary screen, biochemical, TR-FRET, 1536-well | Induced myeloid leukemia cell differentiation protein Mcl-1 (Homo sapiens), Q07820 | TR-FRET Mcl-1/Bid-Dy647 peptide binding | inhibition, % at 21.7 µM | 0.97% of 220,000 active;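 active means compounds that cut the binding signal by more than half at the single screening dose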;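 further: His-tagged Mcl-1 with europium anti-His antibody binding Bid BH3 peptide; 0% = Mcl-1 plus peptide wells and 100% = peptide-only wells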
Target sequence (Q07820 whole entry, looked up): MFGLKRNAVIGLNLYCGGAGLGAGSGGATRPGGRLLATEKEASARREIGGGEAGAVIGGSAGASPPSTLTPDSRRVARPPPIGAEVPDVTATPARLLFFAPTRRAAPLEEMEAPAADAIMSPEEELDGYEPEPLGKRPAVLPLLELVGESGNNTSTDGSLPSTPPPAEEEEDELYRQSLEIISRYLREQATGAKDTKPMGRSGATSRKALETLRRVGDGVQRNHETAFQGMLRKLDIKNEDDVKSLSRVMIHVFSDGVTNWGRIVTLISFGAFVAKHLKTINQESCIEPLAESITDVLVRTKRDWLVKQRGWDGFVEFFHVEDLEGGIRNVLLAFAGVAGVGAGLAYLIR
Avidin bead fluor: green autofluorescence of compounds with avidin beads – biophysical, 488/530 nm, flow cytometry, artefact control, profiling panel. compound fluorescence 488/530 nm; stronger effect = higher value. fluorescence (KMESF) at 10 µM. 0.38% of 220,000 active. AID 1775, 2009; in the data active means fluorescence above about 47; further: inactives centre near 10
Rac1 act GTP bind: GTP binding modulators of activated mutant Rac1, primary screen, biochemical, bead-based flow cytometry, multiplex, fluorescent GTP. GST-Rac1 activated beads; actives lie on both sides; 100% means binding = to untreated wells. percent activity (GTP binding), % at 10 µM. 0.11% of 190,000 active. AID 764, 2007;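 active means GTP binding at least 20 percentage points away from the 100% baseline, in either direction, so actives lie on both sides; inconclusive means Compound likely fluorescent itself, or too few beads counted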
GSH bead fluor: compound fluorescence on glutathione beads, profiling panel, artefact control, biophysical, 488/530 nm, flow cytometry. GSH beads flow cytometry, compound fluorescence 488/530 nm; stronger effect = higher value. fluorescence (KMESF) at 10 µM. 0.25% of 190,000 active. AID 1776, 2009; in the data active means fluorescence above about 89;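 further: glutathione beads carrying GST-tagged Bcl family fusion proteins plus one bare bead set; values are compound well signal with DMSO vehicle wells as background; inactives centre near 16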
Rab7 wt GTP bind: modulators of GTP binding to Rab7, primary screen, biochemical, wildtype, multiplex bead flow cytometry; Rab7 GTPase wild type (dog), Bodipy-FL-GTP binding; GST-Rab7 beads, fluorescent GTP binding; actives lie on both sides; untreated = 100%, excess cold GTP = 0%; GTP binding activity (percent of control), % at 10 µM; 0.055% of 190,000 active; AID 758, 2007;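 active means fluorescent GTP binding to Rab7 beads changed by at least 20 points from the 100% baseline, either direction, mostly lower; inconclusive means compound itself probably fluorescent, or too few beads counted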;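 further: median green fluorescence of bound Bodipy-FL-GTP per Rab7 bead population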
Cdc42 wt: modulators of GTP binding to wildtype Cdc42, primary screen, biochemical, multiplex bead flow cytometry, Bodipy-GTP. GST-Cdc42 beads; actives lie on both sides. percent activity (GTP binding), % at 10 µM. 0.2% of 190,000 active;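 active means percent activity GTP binding at least 20 points away from the 100% baseline, either down as inhibitor or up as activator; inconclusive means compound flagged as likely green fluorescent from well-wide comparison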;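 further: median bead fluorescence of bound Bodipy-FL-GTP at 100 nM; 0% = excess unlabeled GTP control and 100% = no compound control; below 100% means less GTP binding so inhibitor and above means activator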
Target sequence (P60953 whole entry, looked up): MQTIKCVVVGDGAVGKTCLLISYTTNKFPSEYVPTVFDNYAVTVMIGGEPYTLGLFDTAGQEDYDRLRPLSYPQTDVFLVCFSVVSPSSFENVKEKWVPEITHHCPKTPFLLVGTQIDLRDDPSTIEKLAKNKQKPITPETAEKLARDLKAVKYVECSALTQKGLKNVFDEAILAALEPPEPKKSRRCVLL
HRas wt GTP bind: modulators of GTP binding to HRas wildtype, primary screen, biochemical, bead-based flow cytometry, multiplex; AID 759, 2007; GST-Ras wt beads, Bodipy-FL-GTP binding; actives lie on both sides; GTPase HRas (Homo sapiens), P01112; GTP binding activity, % at 10 µM; 0.14% of 190,000 active;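 active means GTP binding activity at least 20% away from the 100% baseline, either lowered as inhibitor or raised as activator; inconclusive means flagged as likely green fluorescent, judged across all proteins in the well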;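 further: 0% = unlabeled GTP competition control and 100% = no-compound control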
Target sequence (P01112 whole entry, looked up): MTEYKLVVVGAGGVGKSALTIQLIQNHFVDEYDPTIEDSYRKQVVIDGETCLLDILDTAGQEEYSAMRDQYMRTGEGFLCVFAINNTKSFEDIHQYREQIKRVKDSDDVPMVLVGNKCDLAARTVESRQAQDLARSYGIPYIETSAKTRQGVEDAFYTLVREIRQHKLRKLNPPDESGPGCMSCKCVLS
Pf gametocyte: late stage P. falciparum gametocyte viability inhibitors, primary screen, ATP luminescence, HTS; inhibition, % at 10.9 µM; P. falciparum stage V gametocytes, 24 h; 0.065% of 150,000 active;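 active means inhibition above the mean plus 3 SD of compounds within the control limits, set per campaign, cut at about 38% in these data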;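 further: 0% = DMSO wells and 100% = medium only without gametocytes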
Rac1 wt GTP bind: wildtype Rac1 GTP binding modulators, primary screen, biochemical, GST-Rac1 beads, flow cytometry, multiplex | fluorescent GTP binding; actives lie on both sides; 0 = cold GTP competed, 100 = untreated | GTP binding activity (% of control), % at 10 µM | 0.27% of 190,000 active;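 active means GTP binding activity at least 20 points away from the 100% control level, either lower or higher; inconclusive means compound flagged as likely green fluorescent, judged across all proteins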
Mcl1 Noxa PPI: Mcl-1/Noxa binding inhibitors, primary screen, biochemical, TR-FRET, 1536-well. Induced myeloid leukemia cell differentiation protein Mcl-1 (Homo sapiens), Q07820. TR-FRET Mcl-1/Noxa peptide binding, 2 h. inhibition, % at 21.7 µM. 1.5% of 220,000 active;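 active means compounds that cut the protein-peptide binding signal by more than 50% relative to plate controls in a single-dose test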;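 further: His-tagged Mcl-1 with rhodamine Noxa BH3 peptide and terbium anti-His antibody; 0% = Mcl-1 plus Noxa peptide wells and 100% = peptide-only wells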
The depositor's hits bear a star; ? = inconclusive; nt = not tested or not shown.

The first four compounds, ahead of the listing:
Molecule	Rab2A wt mod	Mcl1-Bid inh	Avidin bead fluor	Rac1 act GTP bind	GSH bead fluor	Rab7 wt GTP bind	Cdc42 wt	HRas wt GTP bind	Pf gametocyte	Rac1 wt GTP bind	Mcl1 Noxa PPI
C/C(=N\NC(=S)NCc1ccccc1)c1ccc(C#N)cc1	95	-26	9	90	13	102	92	96	22	95	17
COCC(C)n1c(SCc2ccc(C(=O)OC)o2)nc2ccccc2c1=O (centres undefined)	102	2	7	98	16	101	96	98	-20	105	9
CCOC(=O)C1(Cc2ccc(OC)cc2)CCN(C(=O)Cn2cnnn2)CC1	100	-1	6	96	18	105	99	99	-26	101	10
Nc1nc(Cl)cc(N2CCOCC2)n1	106	-16	15	102	28	98	110	105	24	104	10

The listing, repeating the preview:
Molecule	Rab2A wt mod	Mcl1-Bid inh	Avidin bead fluor	Rac1 act GTP bind	GSH bead fluor	Rab7 wt GTP bind	Cdc42 wt	HRas wt GTP bind	Pf gametocyte	Rac1 wt GTP bind	Mcl1 Noxa PPI
C/C(=N\NC(=S)NCc1ccccc1)c1ccc(C#N)cc1	95	-26	9	90	13	102	92	96	22	95	17
COCC(C)n1c(SCc2ccc(C(=O)OC)o2)nc2ccccc2c1=O (centres undefined)	102	2	7	98	16	101	96	98	-20	105	9
CCOC(=O)C1(Cc2ccc(OC)cc2)CCN(C(=O)Cn2cnnn2)CC1	100	-1	6	96	18	105	99	99	-26	101	10
Nc1nc(Cl)cc(N2CCOCC2)n1	106	-16	15	102	28	98	110	105	24	104	10
CSCCC(NC(N)=O)C(=O)NCC1CCCCC1 (centres undefined)	101	-30	7	98	34	99	101	99	-22	100	0
CCOC(=O)C1CCCN(C(=O)CSc2ccc(NC(C)=O)cc2)C1 (centres undefined)	98	-32	22	95	9	104	96	97	nt	93	-7
C#CC(CO)N(CCN(Cc1ccccc1)C(C#C)CO)Cc1ccccc1 (centres undefined)	100	4	13	99	33	103	100	99	12	105	1
CCOc1ccc(CC(=O)NNC(=O)NC2CCCCC2)cc1	95	-31	9	93	20	103	96	96	nt	96	-13
CCCN(CCC)C1=CC(=[N+]2CCCC2)CC(C)(C)C1	103	2	2	101	5	99	105	102	16	106	13
NC(=S)Nc1ncc(C(F)(F)F)cc1Cl	97	-20	12	96	15	104	98	97	-26	96	4
CCC(=O)c1cc(F)c(N2CCN(S(=O)(=O)c3ccccc3)CC2)cc1C	102	-6	35	99	11	105	104	102	nt	107	-14
CCOC(=O)c1ccccc1NC(=O)COC	97	-10	19	98	23	97	101	98	-49	99	6
CCOc1ccc(NC(=O)C2CC(=O)N(CC)C(=Nc3ccc4c(c3)OCO4)S2)cc1 (centres undefined)	94	-28	12	94	23	91	95	95	nt	94	8
Cc1ccc(Nc2nc(N)nc(CSc3nccn3C)n2)c(C)c1	103	-8	8	101	20	101	105	103	8	101	27
O=C(NNC1CC(=O)N(c2cccc(Cl)c2)C1=O)c1cccs1 (centres undefined)	?	-29	12	?	4	?	?	?	nt	?	1
C#CC[N+](C)(C)CCCCCCCCC	102	-63	6	102	18	98	103	101	0	106	0
COc1ccc(O)c(C(=O)c2cnc3c(c2)CN(C)C(=O)N3)c1	92	-25	12	89	15	101	90	95	-17	87	18
O=C1/C(=C/c2cccs2)COc2ccccc21	98	-6	21	98	12	97	101	96	-17	100	26
COC(=O)N1CCN(c2ccc(C(C)=O)cc2)CC1	94	-20	39	95	21	95	99	96	nt	100	19
O=C(CCn1c(=S)oc2ccccc21)N1CCCCC1	95	-22	22	95	12	104	97	99	-8	96	-8
CNC(=O)c1[nH]cnc1C(=O)N[C@@H](CC(C)C)C(=O)OCc1ccccc1	96	-2	5	96	17	95	95	94	nt	94	1
O=C(Nc1cccc2c1CCCC2)C1CCCN(S(=O)(=O)c2cccc3nonc23)C1 (centres undefined)	103	-15	38	101	11	100	98	101	10	105	10
COc1ccc(N2CCN(C(=O)C3CCN(S(=O)(=O)c4cccs4)CC3)CC2)cc1	100	-28	7	99	71	97	100	97	-15	102	11
Cc1ccc(N2CCN(C(=O)CN3C(=O)c4ccccc4C3=O)CC2)cc1	98	-31	2	95	48	99	98	99	nt	97	-14
COc1cc2c(cc1OC)CN(C(=O)CC1CC3CCC1C3)CC2 (centres undefined)	104	-9	18	97	10	101	102	101	1	102	-1
O=C1Nc2c(c(=O)[nH]c(=O)n2-c2ccccc2F)C(C(F)(F)F)(C(F)(F)F)N1	99	1	5	97	14	97	100	99	nt	104	2
Cc1cc(C)cc(N(C(=O)CNC(=O)c2ccco2)C(C(=O)NC2CCCC2)c2cccnc2)c1 (centres undefined)	102	-24	36	102	18	100	101	101	-8	105	-1
CC[n+]1c(C)sc2cc(C)ccc21	98	-50	10	92	18	103	98	97	11	99	8
CCN(c1ccc(F)cc1)S(=O)(=O)c1ccc2[nH]cc(C(=O)NCCCN3CCOCC3)c(=O)c2c1	97	32	8	94	9	101	95	98	8	97	31
CCOC(=O)/C(C(N)=NC(C)C)=C(\O)c1ccccc1	95	2	45	100	26	96	97	97	-16	98	7
Cc1ccc(C(=O)NCC(=O)OC(C)C(=O)Nc2ccc(N(C)C)cc2)cc1C (centres undefined)	98	-60	8	94	10	103	92	96	7	98	71*
COc1ccc(N2C(=O)CC(NNC(=O)c3ccc(Br)s3)C2=O)cc1 (centres undefined)	97	-45	7	94	16	97	98	96	-23	98	6
COCc1[nH][nH]c(=O)c1C=Nc1ccc(OC(F)(F)F)cc1	100	5	9	97	11	97	102	99	-23	101	9
Cn1c(=O)n(C)c2cc([N+](=O)[O-])c(N3CCN(C(=O)C(C)(C)C)CC3)cc21	96	2	11	94	12	96	98	96	-8	95	0
C=CCN(C(=O)CSc1nc2ccsc2c(=O)n1Cc1ccccn1)c1ccccc1	100	-9	17	103	16	99	101	102	nt	107	-5
N#Cc1c2ccc(O)cc2n2ccccc12	89	-12	11	89	9	100	87	91	nt	84	43

A few values from the results shown:
Under Rac1 wt GTP bind, C=CCN(C(=O)CSc1nc2ccsc2c(=O)n1Cc1ccccn1)c1ccccc1 reads 107
Under Avidin bead fluor, O=C1Nc2c(c(=O)[nH]c(=O)n2-c2ccccc2F)C(C(F)(F)F)(C(F)(F)F)N1 reads 5

Remaining list, next part:
The line under a structure holds: Rab2A wt mod, Mcl1-Bid inh, Avidin bead fluor, Rac1 act GTP bind, GSH bead fluor, Rab7 wt GTP bind, Cdc42 wt, HRas wt GTP bind, Pf gametocyte, Rac1 wt GTP bind, Mcl1 Noxa PPI
> CC(=O)c1cccc(NS(=O)(=O)c2ccc(N/C=C\C(=O)c3ccc(F)cc3)cc2)c1
→ 100, -45, 13, 97, 21, 96, 100, 101, nt, 96, 6
> CCn1c(Cc2ccccc2)nnc1SCC(=O)Nc1ccccc1N1CCOCC1
→ 102, -2, 8, 102, 45, 100, 102, 103, nt, 103, -1
> Nc1c(Cl)ncnc1N/N=C/c1ccnc2ccccc12
→ 86, -25, 14, 95, 10, 94, 96, 90, nt, 91, 35
> CCOC(=O)c1cnc2ccc(C)cc2c1Sc1ccccc1
→ 100, -14, 8, 97, 18, 102, 99, 100, -10, 105, -22
> O=C1Nc2ccccc2C12OCCCO2
→ 102, 5, 15, 100, 14, 97, 101, 102, 5, 102, 4
> COc1cccc(NC(=S)/C(=C(\[O-])c2ccc(OC(F)F)cc2)[n+]2ccccc2)c1
→ 96, -6, 11, 95, 12, 102, 93, 98, 10, 100, 0
> O=C(Nc1cccc(Cl)c1N1CCOCC1)c1ccc2c(c1)OCCO2
→ 100, -29, 8, 94, 8, 98, 96, 97, nt, 97, 3
> COc1ccc(CCNC(=O)c2nnc(Cc3c(F)cccc3Cl)o2)cc1OC
→ 102, -30, 7, 97, 70, 100, 101, 102, nt, 99, -7
> Cc1ccc(OCCCC(=O)NCc2ccco2)cc1
→ 107, -8, 32, 107, 22, 103, 110, 108, nt, 112, 5
> c1ccc(COc2ccc(OCCN3CCCCC3)cc2)cc1
→ 105, 9, 6, 103, 12, 108, 104, 105, 1, 106, 23
> Cc1[nH]c(=O)[nH]c(=O)c1S(=O)(=O)N1CCC(C(=O)N2CCN(Cc3ccccc3)CC2)CC1
→ 104, -20, 12, 99, 7, 102, 105, 103, nt, 107, 0
> C=CCN=c1sc(C(=O)OC)cc(=O)n1CC=C
→ 98, -13, 12, 95, 16, 99, 97, 98, 12, 96, -1
> O=C(CNC(=S)N(Cc1ccccc1Cl)C1CCCC1)NCCCN1CCOCC1
→ 99, -31, 22, 98, 12, 95, 103, 99, -21, 102, 6
> O=C(c1ccc(Cl)c([N+](=O)[O-])c1)N(Cc1ccc(Cl)cc1)C1CCS(=O)(=O)C1 (centres undefined)
→ 98, -23, 4, 99, 12, 98, 100, 98, nt, 103, -14
> CCN(CC)S(=O)(=O)c1ccc(OC)c(NC(=O)Cc2cccs2)c1
→ 98, -60, 8, 97, 27, 107, 94, 99, -8, 97, 56*
> CCN(CC)C(=O)c1csc(Nc2ccc(C)cc2)n1
→ 96, -3, 6, 98, 38, 97, 98, 99, 3, 101, 18
> Cc1ccc(NC(=O)CCc2c(C)nc3ncnn3c2C)nc1
→ 103, -5, 8, 101, 26, 97, 106, 104, -16, 103, -2
> O=C(Nc1ccccc1N1CCN(C(=O)c2ccccc2)CC1)c1cc2ccccc2o1
→ 100, -20, 12, 99, 31, 98, 97, 100, nt, 107, -10

Source: PubChem
